High-throughput results deposited in PubChem by The Scripps Research Institute Molecular Screening Center.
MITF inh: human MITF inhibition, primary screen; O75030; AlphaScreen MITF homodimerization, bead proximity signal; inhibition, % at 2.6 µM; 650,000 compounds, 0.91% hits; AID 1259374; in the data active means inhibition above about 50%;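 further: 0% = vehicle wells with protein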
Target sequence (O75030 whole entry, looked up): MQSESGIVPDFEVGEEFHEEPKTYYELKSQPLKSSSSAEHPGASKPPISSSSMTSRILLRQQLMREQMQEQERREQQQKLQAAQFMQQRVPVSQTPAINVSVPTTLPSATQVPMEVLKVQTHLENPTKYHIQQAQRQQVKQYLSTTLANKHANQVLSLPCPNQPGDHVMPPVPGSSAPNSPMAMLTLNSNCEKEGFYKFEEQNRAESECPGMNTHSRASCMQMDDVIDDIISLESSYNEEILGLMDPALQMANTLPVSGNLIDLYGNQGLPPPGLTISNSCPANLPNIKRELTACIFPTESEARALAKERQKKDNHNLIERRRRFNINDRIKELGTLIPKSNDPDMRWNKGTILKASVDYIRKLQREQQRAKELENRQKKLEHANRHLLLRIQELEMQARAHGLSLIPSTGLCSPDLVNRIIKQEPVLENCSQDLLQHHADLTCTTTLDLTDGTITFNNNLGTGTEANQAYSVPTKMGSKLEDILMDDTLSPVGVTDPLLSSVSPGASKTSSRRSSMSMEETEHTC
FBW7 act: human FBW7 E3 ligase activation, primary screen. AlphaScreen FBW7–phospho-cyclin E peptide binding, activator screen. normalized activity (activation), % at 26.1 µM. 650,000 compounds, 0.13% hits; in the data active means normalized activity above about 1.9%;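 further: purified mutant Fbw7 with reduced substrate affinity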
TEAD-YAP block: TEAD-YAP interaction inhibition; HEK-TIYL cells, TEAD-Gal4/YAP UAS-luciferase luminescence; inhibition, % at 9.12 µM; 640,000 compounds, 1.4% hits; AID 1259422; in the data active means inhibition above about 32%;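 further: 0% = median of test compound wells and 100% = reference inhibitor wells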
GPR151 ag: activates the human receptor GPR151. Q8TDV0. PathHunter beta-arrestin GPR151 cells, luminescence. activation, % at 11.2 µM. 650,000 compounds, 1% hits; in the data active means activation above about 4.9%;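 further: 0% = median of compound wells and 100% = cells with positive control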
Target sequence (Q8TDV0 whole entry, looked up): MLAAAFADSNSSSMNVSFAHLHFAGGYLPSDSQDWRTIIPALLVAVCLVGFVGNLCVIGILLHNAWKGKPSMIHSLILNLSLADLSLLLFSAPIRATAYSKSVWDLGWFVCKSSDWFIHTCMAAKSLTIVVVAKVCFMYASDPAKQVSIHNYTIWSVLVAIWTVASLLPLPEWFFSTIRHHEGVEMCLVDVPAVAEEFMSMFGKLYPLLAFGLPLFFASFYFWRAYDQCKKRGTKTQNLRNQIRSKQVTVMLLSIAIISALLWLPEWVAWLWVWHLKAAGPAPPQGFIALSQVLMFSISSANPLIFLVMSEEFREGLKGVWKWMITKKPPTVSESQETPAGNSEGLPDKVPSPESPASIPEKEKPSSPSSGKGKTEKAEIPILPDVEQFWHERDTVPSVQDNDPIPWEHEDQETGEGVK
Starred values were filed as active, the others as inactive.

SMILES	MITF inh	FBW7 act	TEAD-YAP block	GPR151 ag
O=C(Oc1ccc2c(=O)c(Oc3ccccc3Br)c(C(F)(F)F)oc2c1)c1ccco1	-4	-0.1	1	-0.7
Cc1ccccc1N1CCN(Cc2c(C#N)c3ccccc3n2C)CC1	-5	0.1	-9	-1.4
O=C(CSc1nc2[nH]ncc2c(=O)n1-c1cccc2ccccc12)Nc1ccc(Cl)cc1	9	-0.1	30	-0.1
CCc1ccccc1Nc1nncc(=O)[nH]1	-1	0.0	11	7.2*
Cc1ccccc1C(=O)Nc1ccc(Cc2ccc(NC(=O)c3ccccc3C)c(C(=O)O)c2)cc1C(=O)O	3	0.0	1	1.8
NS(=O)(=O)c1ccc(N=Cc2cccs2)cc1	-7	0.6	5	-0.5
O=[N+]([O-])c1cc(-c2nc3ccccc3s2)ccc1O	15	0.5	28	-6.8
Cc1cc(Cl)ccc1Nc1nc(N2CCOCC2)nc2nccnc12	-2	0.1	2	-1.4
Cn1c(=O)oc2cc(S(=O)(=O)Nc3ccc(O)c4ccccc34)ccc21	1	0.4	10	0.9
Nc1nc(CSc2nnc(-c3ccccc3)n2Cc2ccccc2)nc(Nc2ccccc2)n1	-3	-0.1	9	1.6
COc1ccccc1NS(=O)(=O)c1cc(NC=C(C#N)C#N)ccc1C	4	-0.1	16	1.5
C/C(CC(=O)Nc1ccc(N(C)C)cc1)=N\NC(=O)C(=O)Nc1ccccc1	8	0.0	-19	-0.3
O=C(CSC(=S)N1CCCCC1)Nc1nccs1	-2	-0.1	-17	-1.4
CCC1=NN(C(=O)c2ccccc2[N+](=O)[O-])C(O)(c2ccc(Cl)cc2)C1 (centres undefined)	7	0.4	7	1.4
CCOC(=O)c1c(C)[nH]c(C(=O)/C(C#N)=C/c2ccc(O)c(OC)c2)c1C	-7	-0.1	8	-2.3
COc1ccc(Cl)cc1C(=O)Nc1c(C)n(C)n(-c2ccccc2)c1=O	23	1.1	-11	0.2
Cc1ncn(-c2ccc(Nc3nccc(-c4cccc(N5CCOCC5)c4C#N)n3)cc2)n1	2	-0.3	9	-0.8
O=C(Nc1ccc(F)cc1)C1CCC(Cn2c(=S)[nH]c3ccccc3c2=O)CC1 (centres undefined)	17	0.3	-6	-0.4
COC(=O)c1ccccc1-n1c(C)cc(C=O)c1C	12	0.0	4	2.9
O=C(NCc1c(-c2ccccc2)nc2n1CCS2)c1ccc(F)cc1	14	0.1	-6	0.3
COc1ccc(/C=N/OCC(=O)Nc2sc3c(c2C#N)CC(C)(C)NC3(C)C)cc1	3	-0.1	6	1.6
Cc1nc(N/N=C/c2ccc([N+](=O)[O-])cc2)sc1C	1	-0.7	-9	-0.8
CSC1=NCCN1C(=O)c1ccco1	1	0.0	-7	0.4
O=C1/C(=C/N2CCCCC2)c2ccccc2C(=O)N1c1ccccc1	22	0.1	8	2.9
CCOC(=O)CC(=O)CSc1nc2c(sc(=S)n2-c2ccc(C)c(C)c2)c(=O)n1-c1ccc(C)cc1	8	0.7	1	-0.1

Entries of single compounds from above. Order of screens: MITF inh | FBW7 act | TEAD-YAP block | GPR151 ag
COC(=O)c1ccccc1-n1c(C)cc(C=O)c1C across the screens: 12 | 0.0 | 4 | 2.9
COc1ccc(/C=N/OCC(=O)Nc2sc3c(c2C#N)CC(C)(C)NC3(C)C)cc1 across the screens: 3 | -0.1 | 6 | 1.6
Cc1ccccc1N1CCN(Cc2c(C#N)c3ccccc3n2C)CC1 across the screens: -5 | 0.1 | -9 | -1.4
O=C(NCc1c(-c2ccccc2)nc2n1CCS2)c1ccc(F)cc1 across the screens: 14 | 0.1 | -6 | 0.3
Cc1ccccc1C(=O)Nc1ccc(Cc2ccc(NC(=O)c3ccccc3C)c(C(=O)O)c2)cc1C(=O)O across the screens: 3 | 0.0 | 1 | 1.8

Further entries follow:
SMILES	MITF inh	FBW7 act	TEAD-YAP block	GPR151 ag
O=C(CN1C(=O)/C(=C\c2cccs2)SC1=S)Nc1ccccc1	-15	0.6	2	-1.2
CCOC(=O)C1CCCN(S(=O)(=O)c2cc(Br)ccc2OCC)C1 (centres undefined)	1	-0.1	0	-1.4
CN(C)c1ccc(NC(=O)CSc2nc3ccccc3c(=O)n2Cc2ccco2)cc1	-5	0.0	2	-1.5
Oc1ccccc1/C=N/N1CCN(Cc2ccc(Cl)cc2)CC1	0	-0.2	2	4.3
COc1cccc(C2C3=C(CC(C)(C)CC3=O)Nc3nc4ccccc4n32)c1OC (centres undefined)	0	-0.1	-2	-1.0
COc1ccccc1NC(=O)c1c(NC(=O)C(C)(C)C)sc2c1CCC2	-15	0.2	0	-1.2
CCOc1ccc(NC(=O)CSc2nc3nc(C)c(Cc4ccccc4F)c(C)n3n2)cc1	3	-0.1	11	0.0
Cc1ccc(N(C(=O)c2csnn2)C(C(=O)NC(C)(C)C)c2cccs2)cc1 (centres undefined)	47	0.0	-3	-0.6
CC1C(=O)C(C)C(c2ccccc2)NC1c1ccccc1 (centres undefined)	6	0.0	-11	-0.2
COC(=O)N1CCN(CCNC(=O)c2ccc[nH]c2=O)CC1	4	0.0	-8	0.9
CCC(C)NC(=O)Cn1c2ccccc2c(=O)c2ccccc21 (centres undefined)	15	1.0	-7	-1.5
O=C(/C=C/c1cccc(Cl)c1)Nc1ccc(N2CCOCC2)cc1	3	0.0	-26	-0.5
COc1ccc(CC(=O)NNC(=O)Nc2cccc([N+](=O)[O-])c2)cc1OC	20	0.1	4	-1.1
O=c1c2ccccc2nc(SCc2cccc([N+](=O)[O-])c2)n1CCN1CCOCC1	6	-0.1	-2	-0.7
Cc1ccn2c(C=O)c(-c3ccc(F)cc3)c(C=O)c2c1	-5	-0.1	-5	0.7
Cc1cc(C2CC3CCC2C3)cc(C)c1O (centres undefined)	-9	-0.2	-9	2.9
COc1ccc(C(=O)NNc2ccccc2[N+](=O)[O-])cc1	-3	-0.1	9	-0.2
COc1ccc(C(=O)Nc2ccc(NC(=O)c3ccccc3)nc2)cc1	10	0.2	-40	-0.5
C=CCNCc1nc2sc(C(=O)OCC)c(C)c2c(=O)[nH]1	8	-0.4	-1	2.2
CC(C)C(NS(=O)(=O)c1cccc2nsnc12)C(=O)NC1CCCCC1 (centres undefined)	9	0.0	-5	0.2
Cc1ccc(NC(=O)/C(C#N)=C\C2=Cc3ccccc3OC2)cc1	13	0.0	-15	0.6
CC(=O)NC1=NN(C(C)=O)C(C)(c2cccc(OC(C)=O)c2)S1 (centres undefined)	0	0.1	64*	1.1
Cn1c(=O)c2c(-c3ccccc3)n(-c3cccc(C#N)c3)cc2n(C)c1=O	-1	-0.1	-1	0.0
Cc1c(C(=O)Nc2cccc(-c3nc4ncccc4o3)c2)cccc1[N+](=O)[O-]	7	0.6	1	-0.1
FC(F)(F)c1cc(-c2ccc3ccccc3c2)nn1C(=S)N1CCCCCC1	2	0.0	3	-1.2

Gathered by group: the entries above containing a CF3 group.
SMILES	MITF inh	FBW7 act	TEAD-YAP block	GPR151 ag
O=C(Oc1ccc2c(=O)c(Oc3ccccc3Br)c(C(F)(F)F)oc2c1)c1ccco1	-4	-0.1	1	-0.7
FC(F)(F)c1cc(-c2ccc3ccccc3c2)nn1C(=S)N1CCCCCC1	2	0.0	3	-1.2

Remaining list, next part.
SMILES	MITF inh	FBW7 act	TEAD-YAP block	GPR151 ag
O=C(N/N=C\c1ccc([N+](=O)[O-])o1)c1ccccc1[N+](=O)[O-]	2	0.0	30	0.3
CCSc1ccccc1C(=O)NC(C)c1ccccc1 (centres undefined)	2	0.0	-5	5.5*
Cc1cc(C)c(NC(=O)Cn2nnc(C(=O)NCCc3ccccc3)c2N)c(C)c1	-6	0.1	7	-0.4
CCCOc1ccc(/C=N/N=C(N)N)c(OCCC)c1	-3	-0.3	13	1.7
CN1CCN(C/C(=C2/N=C(c3ccccc3)OC2=O)N(C)C)CC1	6	0.1	-1	-0.3
O=C(Cc1ccc(Cl)cc1)Nc1cccc2cccnc12	-8	0.1	3	0.9
COCC(O)CSc1c([N+](=O)[O-])nc(C)n1Cc1ccc(OC)c([N+](=O)[O-])c1 (centres undefined)	-11	-0.2	-13	0.9
CCOC(=O)c1sc(NN)nc1C	-3	0.1	10	0.8
Cc1ccc(C(C)C)c(OCC(=O)O)c1	3	-0.1	4	-1.1
CN(CCC#N)S(=O)(=O)c1cc2c3c(c1)CC(=O)N3CCC2	9	0.0	-6	-2.5
Cc1ccc(C(=O)NNC(=O)c2ccc(O)cc2O)cc1	16	0.4	-13	-2.2
O=CN1CCN(Cc2ccc(F)c(Br)c2)CC1	-12	0.0	-2	1.0
COc1cc(-c2cnn3c(N(C)Cc4ccccc4)ccnc23)cc(OC)c1OC	4	-0.4	-3	-0.1
COC(=O)c1c(NC(=O)Cc2cccs2)sc2c1CCC(C)C2 (centres undefined)	-12	-0.1	0	1.1
CCOC(=O)N1CCN(C(=O)/C(=C\c2cccs2)NC(=O)c2ccc(OC)c(OC)c2)CC1	4	0.0	7	0.1
Cc1nc(-c2cncc(-c3ccccc3)c2)cc(N(C)Cc2ccccc2)n1	12	0.2	2	0.9
CCOc1ccc(NC(=O)c2ccc(NC(=O)c3ccc(NC(N)=O)cc3)cc2)cc1	1	0.4	-1	0.4
CC1CN(CCOc2cccc(Oc3ccccc3)c2)CC(C)O1 (centres undefined)	34	-0.1	3	1.5
CC(Oc1ccc2ccccc2c1)C(=O)NN (centres undefined)	5	-0.1	3	1.2
O=C1c2ccccc2C(=O)N1N1C(=O)c2ccc(-c3nc4ccccc4c(=O)o3)cc2C1=O	-2	-0.1	-2	1.3
COc1ccccc1NC(=O)CNC(=O)c1ccc([N+](=O)[O-])cc1	5	-0.1	4	0.2
COc1ccc(OC)c(S(=O)(=O)NCCc2ccccc2)c1	-2	-0.2	-19	-0.2
Cc1nonc1C(=O)N1CCCC(CCC(=O)N(C)CCc2ccccn2)C1 (centres undefined)	-6	-0.1	-1	-0.4
CCCCOc1ccc(C(=O)Nc2sc3c(c2C(N)=O)CCN(C(=O)OCC)C3)cc1	23	1.0	4	-1.5
CC1(C)CC(NC(=O)c2ccc(Cl)c([N+](=O)[O-])c2)CC(C)(C)N1	-3	-0.1	-8	0.2
Other entries.
SMILES	MITF inh	FBW7 act	TEAD-YAP block	GPR151 ag
CCC(=O)Nc1nc2c(s1)C(=O)CC(C(=O)NC1CCCC1)C2 (centres undefined)	4	-0.1	3	-0.6
CCCC(c1nnnn1C(C)(C)C)N1CCN(c2ccc(F)cc2)CC1 (centres undefined)	0	0.2	5	-0.7
N#Cc1cc2c(=O)n3ccccc3nc2n(Cc2ccccc2)c1=NC(=O)c1cccs1	4	0.0	-8	-0.5
O=c1[nH]c2ncccc2c(=O)n1Cc1ccc(Cl)cc1	6	0.8	10	-0.8
O=C(NCCCO)C(=O)NCC1OCCCN1S(=O)(=O)c1ccc(F)cc1 (centres undefined)	4	-0.1	-2	-1.7
COc1ccc(C2CC(=O)C3=C(C2)OC(N)=C(C#N)C3c2ccc(C)cc2)cc1 (centres undefined)	-10	-0.3	9	0.7
N/C(=N\OS(=O)(=O)c1ccc2ccccc2c1)c1ccc([N+](=O)[O-])cc1	13	0.1	14	-1.5
CC(C)CN1C(=O)N(c2ccc(Cl)c(Cl)c2)C(n2oc(=O)n(-c3ccc(Cl)c(Cl)c3)c2=O)C1(C)C (centres undefined)	-6	-0.1	3	0.9
CC1=NN(c2cccc(Cl)c2)C(=O)/C1=C\c1ccc(C)cc1	-5	-0.8	-7	1.0
CCCOC(=O)C1=C(C)NC2=C(C(=O)CC(c3ccc(OC)c(OC)c3)C2)C1c1ccc(Cl)cc1Cl (centres undefined)	12	0.2	4	-0.7
COc1cc(Nc2cc(C)nc(-c3cccc(C(C)=O)c3)n2)cc(OC)c1OC	4	-0.1	14	0.4
COc1ccc(-c2noc(CN(C(=O)c3ccccc3Cl)C(C)C)n2)cc1	0	-0.3	-10	-0.9
O=C(Nc1ccc(-c2ccco2)cc1)C1CCCN(C(=O)CCc2cnccn2)C1 (centres undefined)	21	0.0	-5	-0.4
O=C(/C=C/c1ccccc1[N+](=O)[O-])Nc1ccc(Cl)cn1	1	-0.2	-50	-0.1
COC(=O)c1ccc(Cn2nc(C)c3cccn3c2=O)o1	15	0.1	-11	-0.9
CC(=O)C1=C(C)NC(=O)NC1/C=C/c1ccccc1 (centres undefined)	6	0.0	-5	-1.7
CCOc1ccc(-n2c(CSc3ncccn3)nnc2SC(C)C)cc1	2	0.1	0	1.4
CCCC1=NN2C(=N)/C(=C/c3ccc(-c4ccc([N+](=O)[O-])cc4C)o3)C(=O)N=C2S1	1	0.0	-7	-0.7
CCOC(=O)c1cccc(NCc2ccccc2)c1C	10	0.5	-41	-1.8
CCOC(=O)CSc1ccc(C(=O)NCCCOC)cc1[N+](=O)[O-]	7	-0.1	9	0.6
Cc1cc(C)cc(CN2C(=O)CSC2=O)c1	8	0.1	-8	-1.1
Cc1nc(NCCNC(=O)CCc2ccccc2)cc(N(C)C)n1	7	0.4	17	0.9
COc1cc(CNc2ccc3ncc(-c4ccco4)n3n2)cc(OC)c1OC	-1	0.2	5	1.0
O=C(NCC(=O)c1ccccc1)NC(=O)C(F)(F)F	22	-0.1	5	0.0
Fc1ccc2c(c1)c1c3n2CCNC3CCC1 (centres undefined)	-4	0.0	-6	-0.1
Cc1ccc(C(C)C(=O)N2CCc3c(nc(N4CCOCC4)[nH]c3=O)C2)cc1 (centres undefined)	-3	0.2	1	-0.4

Random excerpt: 4 records from the list, in no set order.
SMILES	MITF inh	FBW7 act	TEAD-YAP block	GPR151 ag
Oc1ccccc1/C=N/N1CCN(Cc2ccc(Cl)cc2)CC1	0	-0.2	2	4.3
N/C(=N\OS(=O)(=O)c1ccc2ccccc2c1)c1ccc([N+](=O)[O-])cc1	13	0.1	14	-1.5
CC(=O)C1=C(C)NC(=O)NC1/C=C/c1ccccc1 (centres undefined)	6	0.0	-5	-1.7
CCOC(=O)c1cccc(NCc2ccccc2)c1C	10	0.5	-41	-1.8
